All columns: NCI-60 one-dose screen, growth in % after 48 h at 10 µM unless noted; 100 = growth as untreated, 0 = no growth, -100 = all killed.
A549/ATCC – A549/ATCC NSCLC. actives 3.7% (n = 81,000). AID 1794740
CCRF-CEM – CCRF-CEM leukemia. actives 7% (n = 77,000)
UACC-62 – UACC-62 melanoma | actives 5.4% (n = 81,000)
HOP-92 – HOP-92 NSCLC cells | actives 6.3% (n = 71,000)
EKVX – EKVX NSCLC; AID 1794765; actives 3% (n = 71,000)
HOP-62 – HOP-62 NSCLC; actives 3.9% (n = 80,000)
RPMI-8226 – RPMI-8226 leukemia cells | AID 1794781 | actives 7.5% (n = 77,000)
M14 – M14 melanoma | actives 6.2% (n = 80,000) | AID 1794745
Active calls of the source: *; nt = no result given; [ ] = another dose, or the depositor's remark. The calls were made as follows: active = growth percent below 10; inactive = the rest. Compounds as they come. About 12% of those tested had a hit in this group.

SMILES | A549/ATCC | CCRF-CEM | UACC-62 | HOP-92 | EKVX | HOP-62 | RPMI-8226 | M14
COc1ccc(/C=C/c2nc3ccccc3c(=O)n2CC(=O)Nc2ccccc2)cc1 | 27 | 88 | 79 | -0.3* | 63 | 2.2* | 82 | 46
COc1ccc(-c2ccc(=O)n(-c3ccc(S(N)(=O)=O)cc3)n2)cc1 | 98 | 97 | 98 | 106 | 116 | 78 | 88 | 89
CCCCC(CC)CCC(CC(C)C)OS(=O)(=O)O (configuration not stated) | 97 | 97 | 104 | 98 | 102 | 99 | nt | 109
O=C1/C(=C/c2ccc(O)cc2)CSc2ccc(Cl)cc21 | 87 | 12 | 72 | 76 | nt | 91 | 98 | 89
CC(C)c1cccc(C(C)C)c1NC(=O)N1CCCCC1 | 111 | 124 | 102 | 106 | 96 | 94 | 111 | 107
CCCCCC(C(C)=O)C(C)=O | 102 | 92 | 101 | 85 | nt | 112 | 100 | 103
COc1cc2c(c(OC)c1OC)C(=O)CC(c1cccc(NC(=O)CN)c1)O2 (configuration not stated) | 99 | 105 | 90 | 93 | 102 | 110 | 97 | 103
O=C(Nc1cccc(-n2cc(-c3ccncc3)c(-c3cc(O)cc(Cl)c3)n2)c1)c1ccc(N2CCOCC2)c(C(F)(F)F)c1 | 9.6* | 13 | 11 | nt | nt | -2.2* | -3.8* | -21*
Cc1cc(C)nc(SC2=C(Nc3cccc(Cl)c3C)C(=O)N(Cc3ccccc3)C2=O)n1 | 27[30 µM] | 27[30 µM] | 56[30 µM] | 14[30 µM] | 47[30 µM] | 73[30 µM] | 13[30 µM] | 63[30 µM]
O=C(/C=C/c1ccc(Oc2ccc(Cl)cc2)cc1)c1ccc(Cl)cc1 | 91 | 95 | 94 | 81 | 108 | 105 | 85 | 103
CCN(CC)CCOC(COc1ccccc1)COc1ccccc1 | 92 | 90 | 101 | 77 | 99 | 104 | 106 | 107
CCCC1=CC(=O)N=C2SCC(=O)C12 (configuration not stated) | 98 | 98 | 106 | nt | nt | 92 | 105 | 98
Oc1ccccc1/C=N/N1CCCCCC1 | nt | 76 | 86 | 50 | 115 | 109 | 100 | 118
NNC(=S)NCCN1CCOCC1 | 104 | 108 | 105 | nt | nt | 106 | 105 | 106
C#C[C@@]1(O)[C@@H](CO)O[C@@H](n2cc(-c3ccco3)c3c(N)ncnc32)[C@@H]1O | 69 | 87 | 80 | 30 | 67 | 68 | 80 | 70
Cc1c(Cl)cccc1NC(=O)COC(=O)CN1C(=O)NC(C)(C)C1=O | 110 | 95 | 108 | 81 | 97 | 95 | 104 | 110
C/C=C/C1C(/C=N/Nc2ccccc2)C(C#N)(C#N)C1(C#N)C#N (configuration not stated) | 93 | 99 | 59 | 85 | 77 | 86 | 98 | 81
CCCN(CCC)CC(O)c1cc(C(F)(F)F)nc2c(C(F)(F)F)cccc12 (configuration not stated) | 88 | 96 | 80 | 60 | 85 | 101 | 92 | 79
O=C(O)[C@H](Cc1ccccc1)N1C(=O)c2ccccc2C1=O | 112 | 107 | 94 | 101 | 94 | 101 | 112 | 103
CCN1C(=O)N(CC)C2Nn3c(s/c(=C\c4ccc(Cl)cc4Cl)c3=O)=NC21 (configuration not stated) | 33 | 42 | 41 | 68 | 69 | 72 | 47 | 26
CC(=O)OCC#CCOC(C)=O | 93 | 95 | 109 | 102 | 104 | 101 | 101 | 104
Cc1ccc(S(=O)(=O)c2c(COC(=O)c3cccc(C)c3)c(-c3ccccc3)nn2C)cc1 | -33* | -7.6* | 89 | 71 | nt | 18 | 78 | 90
C=C(C)C(c1ccccc1)c1[nH]c(C)c(C(=O)OC)c1C(=O)OC (configuration not stated) | 99 | 89 | 87 | 90 | 84 | 89 | 83 | 108
O=S(=O)(c1ccc(-c2cnc(C3CC3)o2)cc1)N1CCOCC1 | 99 | 94 | 90 | 76 | 101 | 94 | 100 | 94
Cc1cccc(NC(=O)[C@]23CCC(C)(C)CC2C2=CCC4[C@@]5(C)C[C@@H](O)[C@H](O)[C@@](C)(CO)C5CC[C@@]4(C)[C@]2(C)CC3)c1 (some centres not stated) | 21 | 16 | 20 | -25* | 12 | 51 | 2.6* | 36

(continued)
SMILES | A549/ATCC | CCRF-CEM | UACC-62 | HOP-92 | EKVX | HOP-62 | RPMI-8226 | M14
O=C(O)c1ccc(S(=O)(=O)N/N=C/c2c[nH]c3ccccc23)cc1 | 96 | 100 | 95 | 78 | 93 | 80 | 102 | 112
O=C(O)CNc1ccccc1[N+](=O)[O-] | 109 | 105 | 101 | 94 | 102 | 88 | 104 | 96
N#Cc1c(-c2ccc(Cl)cc2Cl)nc2c(-c3ccccc3)c(Nc3ccccc3)nn2c1N | 62 | 53 | 62 | 57 | 51 | 93 | 30 | 67
Cc1cn(C(=O)/C(Cl)=C(/Cl)C(=O)O)c2ccccc12 | 111 | 37 | 94 | 80 | 82 | 88 | 82 | 100
O=C1CCCN1C1CCN(Cc2ccccc2)CCO1 (configuration not stated) | 105 | 102 | 101 | 94 | 103 | 108 | 102 | 98
CCCCC(CC)COCCCNCC(=O)O (configuration not stated) | 104 | 99 | nt | nt | nt | 98 | 99 | 99
CC(=O)NS(=O)(=O)c1ccc(N)cc1 | 105 | 103 | nt | nt | 104 | 109 | 116 | 103
NC(=O)c1cc(I)ccc1NC(=O)COc1ccc(Cl)cc1Cl | 90 | 82 | 83 | nt | nt | 87 | 96 | 81
O=C(CCN1CCC2CCC(C2)C1)c1ccc(F)cc1 (configuration not stated) | 105 | 101 | 110 | 84 | 101 | 100 | 107 | 108
CCC1(c2ccccc2)C(=O)Nc2cccc(Br)c21 (configuration not stated) | 89 | nt | 83 | 84 | 106 | 104 | 85 | 97
O=C(N/N=C/c1ccco1)c1[nH]c2ccc(Br)cc2c1-c1ccccc1 | 35 | 16 | 41 | 49 | 38 | 35 | 8.9* | 12
O=C(Cc1nc2ccccc2[nH]c1=O)c1cccnc1 | 99 | 77 | 83 | 84 | 78 | 106 | 88 | 111
Cn1c(COC(=O)NCCc2ccccn2)nc2c(N3CCOCC3)nc(Cl)nc21 | 44 | -10.0* | 11 | -29* | 15 | 42 | -23* | -59*
c1ccc(C(CN2CCOCC2)c2ccccc2)cc1 | 78 | 91 | 101 | 103 | 104 | 71 | 107 | 106
CC12CCC(C(=N/O)/C1=N\O)C2(C)C (configuration not stated) | nt | 113 | 90 | 76 | nt | 86 | 113 | 91
CN(CCC(=O)c1ccc(-c2ccccc2)cc1)Cc1ccccc1 | 103 | 105 | 98 | 95 | 110 | 104 | 36 | 107
CCOC(=O)C(C#N)C(C)(C)C#N (configuration not stated) | 106 | nt | 108 | 119 | nt | 109 | 111 | 109
Clc1ccc(-c2csc(N/N=C/c3nc4ccccc4n3C3CC3)n2)cc1 | 96 | 94 | 98 | 105 | 92 | 106 | 100 | 92
COc1ccc(/C=C/C(=O)c2ccc(Nc3nc(Nc4ccc(F)cc4)nc(Nc4ccc(Cl)cc4)n3)cc2)cc1 | 91 | 8.9* | 105 | 45 | 86 | 112 | 58 | 95
O=[N+]([O-])c1ccc(CO)o1 | 82 | 96 | 99 | 95 | 95 | 92 | 98 | 109
COC(=O)/C(O)=C/c1nonc1-c1ccccc1 | 100 | 108 | 97 | 94 | 100 | 114 | 113 | 97
O=C(c1ccccc1)c1ccc(C2CCCCC2)cc1 | 98 | 96 | 87 | 76 | 82 | 98 | 96 | 97
O=c1oc2ccccc2cc1-c1cc(/C=C/c2ccccc2)cc(-c2cc3ccccc3oc2=O)n1 | 94 | 92 | 94 | 95 | 100 | 93 | 96 | 108
CC(C)(C)NC(=O)C(c1ccccc1)N(Cc1ccco1)C(=O)CNC(=O)OC(C)(C)C (configuration not stated) | 103 | 92 | 90 | 74 | 119 | 115 | 87 | 130
Cc1cc(Nc2nc(C(=O)N(C)C)nc3ccccc23)n[nH]1 | 96 | 109 | 101 | 96 | nt | 118 | 106 | 102

The listing continues.
SMILES | A549/ATCC | CCRF-CEM | UACC-62 | HOP-92 | EKVX | HOP-62 | RPMI-8226 | M14
COc1ccc(C2N(c3ccccc3)N=C(C(C)=O)N2[C@@H]2[C@@H](OC(C)=O)O[C@@H](COC(C)=O)[C@H](OC(C)=O)[C@H]2OC(C)=O)cc1 (some centres not stated) | 98 | 86 | 76 | 85 | 89 | 110 | 65 | 105
COC(=O)[C@]12CCC(C)(C)C[C@H]1[C@H]1C(=O)C[C@@H]3[C@@]4(C)CC[C@H](OC(C)=O)C(C)(C)[C@@H]4CC[C@@]3(C)[C@]1(C)CC2 | 77 | 81 | 65 | 95 | 82 | 90 | 67 | 77
Cc1ccsc1[C@@H]1C[C@H](O)Cc2ccc3ccccc3c2N1 | 98 | 100 | 74 | nt | 94 | 90 | 91 | 91
CC1(C)CC[C@]23CC[C@]4(C)[C@H](CC[C@@H]5[C@@]6(C)CC[C@H](OC7CC(O)C(O)C(O)O7)C(C)(C)[C@@H]6CC[C@]54C)[C@H]2[C@H]1OC3 (some centres not stated) | 97 | 102 | 91 | 86 | 101 | 108 | 108 | 102
N#CCCOCN(COCCC#N)c1nc(N(COCCC#N)COCCC#N)nc(N(COCCC#N)COCCC#N)n1 | 94 | 99 | 110 | 79 | 113 | 111 | 94 | 99
CN(C)c1ccc(/C=C/C(=O)c2ccc(NC(=O)CSc3nc4c([nH]3)c(=O)n(C)c(=O)n4C)cc2)cc1 | 94 | 92 | 96 | 80 | 100 | 104 | 93 | 98
COc1ccc(-c2cnc(-c3ccc(F)cc3)[nH]2)cc1 | -56* | -48* | 82 | 83 | 91 | 47 | 45 | -17*
CCN(CC)CCOc1ccc(/C=C(\C)C(C)=O)cc1 | 84 | 92 | 104 | 103 | 100 | 104 | 96 | 92
O=C(O)Cn1cc(/C=C2\C(=O)N(c3c(Cl)cccc3Cl)C3C=CC=CC23)c2ccccc21 (configuration not stated) | 102 | 101 | 104 | 100 | 121 | 92 | 93 | 101
O=C(O)c1cccc2c1-c1ccc(Cl)cc1C2 | 105 | 99 | 102 | 112 | 110 | 106 | 102 | 120
NC(=O)c1cccc(-c2ccc(S(=O)(=O)Nc3ccc4c(c3)N(C(=O)C3CC3)CCC4)cc2)c1 | 51 | 34 | 27 | 34 | 67 | 38 | 44 | 96
COc1ccc(-c2nc(-c3ccc(C)cc3)nc3[nH]c(-c4ccc(F)cc4)cc23)cc1 | 100 | 101 | 80 | 68 | 69 | 84 | 91 | 99
COc1cc2cc(NCc3ccc(OCC(N)=O)c(OC)c3)nc(C)c2cc1OC | 91 | 100 | 103 | 119 | 95 | 84 | 108 | 101
CC(=O)c1ccc([N+](=O)[O-])o1 | 93 | 109 | 107 | 116 | 105 | 106 | 110 | 106
CO[C@@H](c1c(Cl)cccc1Cl)[C@H](C)OS(N)(=O)=O | 96 | 107 | 91 | 94 | 97 | 95 | 104 | 98
Clc1ccc(C(SCc2ccccc2)SCc2ccccc2)cc1 | 98 | 83 | 82 | 83 | 90 | 92 | 83 | 88
CCOC(=O)c1cnc2c(C)cc(C)cc2c1NCCCN(C)C | 1.7* | 20 | 47 | 4.9* | 41 | 21 | 7.1* | 34
CC(C)C1CCCCC1O (configuration not stated) | 102 | 99 | 102 | 101 | 82 | 102 | 105 | nt
NC(=S)N/N=C/Cc1ccccc1 | 91 | 70 | 108 | 109 | 89 | 104 | 88 | 104
Cc1cc(NC(=O)/C(Cl)=C(\Cl)C(=O)O)c([N+](=O)[O-])cc1C | 101 | 110 | 102 | 109 | 98 | 115 | 116 | 102
N#Cc1c(-c2ccc(O)cc2)nc(SCC(=O)NNc2ncnc3ccccc23)n(Cc2ccccc2)c1=O | 104 | 96 | 98 | 94 | 96 | 97 | 102 | 102
CCOC(=O)Nc1cc(-c2cccnc2)cc2c(C(C)=O)c(C)[nH]c12 | 95 | 97 | 88 | 110 | 98 | 90 | 101 | 99
C#CCN(C)CCCOc1ccc(Cl)cc1Cl | 100 | 114 | 100 | nt | 107 | 100 | 139 | 107
O=C(CC(=O)c1cccc(Cl)c1)c1cccc(Cl)c1 | 58 | 11 | 27 | nt | 21 | 22 | nt | 37
CCOC(=O)C(C(=O)OCC)N1C(=O)c2ccccc2C1=O | 93 | 101 | 106 | 60 | 107 | 93 | 97 | 100

Ordered by molar mass (ascending): some entries from above.
SMILES | A549/ATCC | CCRF-CEM | UACC-62 | HOP-92 | EKVX | HOP-62 | RPMI-8226 | M14
CC(C)C1CCCCC1O (configuration not stated) | 102 | 99 | 102 | 101 | 82 | 102 | 105 | nt
Cc1ccsc1[C@@H]1C[C@H](O)Cc2ccc3ccccc3c2N1 | 98 | 100 | 74 | nt | 94 | 90 | 91 | 91
Cc1cc(NC(=O)/C(Cl)=C(\Cl)C(=O)O)c([N+](=O)[O-])cc1C | 101 | 110 | 102 | 109 | 98 | 115 | 116 | 102
Clc1ccc(C(SCc2ccccc2)SCc2ccccc2)cc1 | 98 | 83 | 82 | 83 | 90 | 92 | 83 | 88
COc1cc2cc(NCc3ccc(OCC(N)=O)c(OC)c3)nc(C)c2cc1OC | 91 | 100 | 103 | 119 | 95 | 84 | 108 | 101
O=C(O)Cn1cc(/C=C2\C(=O)N(c3c(Cl)cccc3Cl)C3C=CC=CC23)c2ccccc21 (configuration not stated) | 102 | 101 | 104 | 100 | 121 | 92 | 93 | 101
NC(=O)c1cccc(-c2ccc(S(=O)(=O)Nc3ccc4c(c3)N(C(=O)C3CC3)CCC4)cc2)c1 | 51 | 34 | 27 | 34 | 67 | 38 | 44 | 96
N#Cc1c(-c2ccc(O)cc2)nc(SCC(=O)NNc2ncnc3ccccc23)n(Cc2ccccc2)c1=O | 104 | 96 | 98 | 94 | 96 | 97 | 102 | 102
N#CCCOCN(COCCC#N)c1nc(N(COCCC#N)COCCC#N)nc(N(COCCC#N)COCCC#N)n1 | 94 | 99 | 110 | 79 | 113 | 111 | 94 | 99
